# From PubChem BioAssay
# RNase H inhibition: RNase H inhibition, HIV 1 Gag Pol polyprotein, FRET biochemical assay, screening (AID 372); HIV-1 RT RNase H, FRET RNA/DNA substrate fluorescence; higher % means a stronger effect; 0.77% of 100,000 active; one-dose inhibition, % at 10 µM; IC50 in µM for titrated hits; in the data active = inhibition above about 50%
# * = called active by the depositor. Not all compounds are listed. The share of hits here may be higher or lower than overall.
SMILES	RNase H inhibition
CCOc1cc(/C=N\NC(=O)c2cc(C(C)(C)C)[nH]n2)ccc1O	15.0%
COc1cccc(/C=C(\C#N)c2nc(-c3ccc(Cl)cc3)cs2)c1	12.0%
CC(C)(C)C1CCC(OC2(c3ccccc3)OC(=O)c3ccccc32)CC1 (centres undefined)	21.0%
C/C(=N\N1CCN(c2ccccc2)CC1)c1ccc(F)cc1	7.0%
Cc1ccc(C(=O)O/N=C(/c2nonc2N)N2CCOCC2)cc1	2.0%
O=C(COc1ccc(Cl)cc1Cl)N1CCN(c2ccc(C(F)(F)F)cc2[N+](=O)[O-])CC1	17.0%
COc1cc(C=C2C(=O)NC(=O)NC2=O)ccc1OCCOc1ccc(C)cc1	4.0%
COc1cc(C(=O)N2CCN(C3CCC(c4ccccc4)CC3)CC2)cc(OC)c1OC (centres undefined)	10.0%
Cc1oc(/N=C/c2cccc3ccccc23)c(C#N)c1C	31.0%
Cn1cc(/C=C2\C(=O)NC(=O)N(c3cccc(Br)c3)C2=O)c2ccccc21	12.0%
COc1ccc(CNC23CC4CC(CC(C4)C2)C3)cc1C	2.0%
CCC(C(=O)n1nnc2ccccc21)c1ccccc1 (centres undefined)	0.0%
CSc1ccc(/C=N/NC(=O)CCC(=O)Nc2ccc(C)cc2C)cc1	11.0%
Cc1ccc(-n2[nH]c(C)c(C=Nc3ccc([N+](=O)[O-])cc3)c2=O)cc1C	7.0%
COc1ccc(Cl)cc1S(=O)(=O)N1CCCCC1C (centres undefined)	0.0%
CCCCCC(=O)NNC(=O)c1cccc(C)c1	15.0%
O=C(Nc1ccccc1)Nc1ccccc1Br	2.0%
O=C1NC(=O)N(c2cccc(Br)c2)C(=O)/C1=C/c1ccccc1Cl	6.0%
CN(C)c1ccc(/C=N/NC(=O)CN2CCCCC2)cc1Br	7.0%
COc1ccc(Cl)cc1N(CC(=O)Nc1ccccc1Br)S(C)(=O)=O	15.0%
Cc1n[nH]c(C)c1Sc1ccccc1N=Cc1ccc(Cl)cc1Cl	29.0%
Cc1ccc(Br)cc1NC(=O)c1ccc(Cl)cc1	7.0%
Cc1ccccc1N1C(=O)C2C(C1=O)C1(c3ccccc3)C(=O)C2(c2ccccc2)C(c2ccccc2)=C1c1ccccc1 (centres undefined)	7.0%
CCCCOc1ccc(C(=O)Nc2ccc(C(=O)Nc3ccccc3)cc2)cc1	5.0%
O=C1/C(=C/c2ccc3c(c2)OCO3)SC(=S)N1Cc1ccco1	20.0%
CC1(C)CC(=O)C2=C(C1)N(Cc1ccccc1)C1=C(C(=O)CC(C)(C)C1)C2c1cccs1	12.0%
CC(C)c1ccc(/C=C/C(=O)NC(C)c2ccccc2)cc1 (centres undefined)	0.0%
COc1ccc(C(=O)NC(=S)Nc2ccc(C)cc2Br)cc1OC	18.0%
CSc1ccc(C2NC(=O)c3ccccc3N2)cc1 (centres undefined)	0.0%
Cc1cccc(N=C2NC(=O)/C(=C\c3ccc([N+](=O)[O-])cc3)S2)c1C	21.0%
O=C(NCc1ccc(Cl)cc1)C(=O)N/N=C/c1ccc(F)cc1	15.0%
CCOC(=O)c1c(-c2cccs2)csc1NC(=O)c1ccc(F)cc1	8.0%
CC(C)CC(C(=O)O)n1c(O)c(C2=c3ccccc3=NC2=O)sc1=S (centres undefined)	15.0%
CCOc1ccc(-c2c(C)sc(N)c2C(=O)OC)cc1	8.0%
O=C1C(Cc2c[nH]c3ccccc23)NC(=S)N1c1ccccc1 (centres undefined)	26.0%
CCc1c(C)nc2ccc(N)cc2c1Cl	22.0%
Cc1cc(C)c2oc(-c3ccc(NC(=S)NC(=O)c4ccccc4F)cc3)nc2c1	9.0%
COc1ccc(OC)c(NC(=O)CN(c2ccccc2)S(=O)(=O)c2ccccc2[N+](=O)[O-])c1	6.0%
COc1ccc(N(C(C)C(=O)N/N=C/c2ccc(OCc3ccc([N+](=O)[O-])cc3)cc2)S(C)(=O)=O)cc1 (centres undefined)	11.0%
COc1ccc(C2=C/C(=C\c3c(OC)ccc4ccccc34)C(=O)O2)c(OC)c1	9.0%
COC(=O)c1ccc(CSc2nnc(CCCN3C(=O)c4cccc5cccc(c45)C3=O)n2-c2ccccc2)cc1	15.0%
Cc1cccc(N2C(=O)/C(=C/c3ccccc3[N+](=O)[O-])SC2=S)c1C	21.0%
Cc1cccc(C)c1NC(=S)NC(=O)c1ccccc1	7.0%
Cc1ccc2nc(-c3ccc(NC(=O)/C(C#N)=C/c4ccccc4)cc3)sc2c1	9.0%
COc1ccc(N2C(=O)C(O)=C(C(=O)/C=C/c3ccccc3)C2c2ccc(Cl)cc2)cc1 (centres undefined)	6.0%
O=C(CC1(O)C(=O)Nc2ccc(Br)cc21)c1ccc2ccccc2c1 (centres undefined)	9.0%
CC(=O)Nc1ccccc1NC(=O)c1ccccc1F	0.0%
CC1=NN(c2cccc(C(=O)O)c2)C(=O)/C1=C\c1ccc(-c2ccc([N+](=O)[O-])cc2)o1	7.0%
Cc1no[n+]([O-])c1COc1ccc(/C=C2\NC(=S)NC2=O)cc1	4.0%
CCOc1cc(C2NC(=S)NC(C)=C2C(=O)Nc2ccc(Cl)cc2)ccc1O (centres undefined)	2.0%

# (further entries)
SMILES	RNase H inhibition
O=C(NCc1ccc(Cl)cc1)C(=O)NN=C1CCCCC1	1.0%
CC1(C)Cc2c(sc3nc(CC(N)=O)n(Cc4ccccc4)c(=O)c23)CO1	3.0%
CCOc1ccc(-c2cc(C(=O)NC(C)C)c3ccccc3n2)cc1	0.0%
C/C(=N\NC(=O)CC#N)c1ccco1	5.0%
COC(=O)COc1ccc(/C=C2\C(=O)NC(=S)N(c3ccc(F)cc3)C2=O)cc1OC	1.0%
COc1cccc(C2C(C#N)=C(C)NC3=C2C(=O)CC(c2ccccc2)C3)c1OC (centres undefined)	8.0%
O=C1C2C3c4ccccc4C(c4ccccc43)C2C(=O)N1C12CC3CC(CC(C3)C1)C2 (centres undefined)	10.0%
COc1ccc(OC)c(NC(=S)NC(=O)/C=C/c2ccccc2)c1	0.0%
Brc1ccc2c3c(ccc2c1)OCN(c1ccccc1)C3	27.0%
Cc1ccnc(NS(=O)(=O)c2ccc(NC(=O)Cc3ccccc3)cc2)n1	4.0%
Cc1ccc(-c2cc(=O)oc(-c3ccco3)n2)cc1[N+](=O)[O-]	15.0%
CC1=CCC2C(=O)N(c3ccc(C(=O)Nc4cccc(C)c4)cc3)C(=O)C2C1 (centres undefined)	0.0%
OCc1cn(-c2ccccc2)nc1-c1cccs1	1.0%
O=[N+]([O-])c1ccc(-c2nc(-c3ccc(C(F)(F)F)cc3)no2)cc1	16.0%
CCC(C)OC(=O)C1=C(C)NC2=C(C(=O)CC(c3ccc(Cl)cc3)C2)C1c1ccc(OC)cc1OC (centres undefined)	11.0%
COc1ccc(C(=O)N2CCCN(C(=O)c3ccc(OC)cc3)CC2)cc1	2.0%
COC(=O)C1=C(C)N=c2s/c(=C\c3ccc(N(C)C)cc3)c(=O)n2C1c1cccs1 (centres undefined)	13.0%
COc1cccc(CNc2ccc3c(c2)nc(C)n3C)c1OC	5.0%
Cc1cc(OCCOc2cccc(/C=C3\SC(=S)N(C)C3=O)c2)ccc1Cl	9.0%
COc1ccc(C(=O)/C=C/Nc2ccc(S(=O)(=O)N=C(N)N)cc2)cc1OC	0.0%
Cc1cc(C)cc(-n2c(C)cc(/C=C(/C#N)C(=O)Nc3ccccc3C)c2C)c1	4.0%
O=C(/C=C/c1ccc(-c2ccc(Cl)cc2Cl)o1)c1ccco1	25.0%
O=C(CCCC(=O)OCC(F)(F)C(F)F)Nc1cccc2ccccc12	6.0%
CC(C)(/C=N/O)/[N+]([O-])=C/c1ccc(F)cc1	5.0%
Cc1ccc(NC(=O)Nc2nnc(COc3ccc(C4CCCCC4)cc3)s2)cc1	20.0%

# A second format for part of the listing above:
COc1ccc(C(=O)/C=C/Nc2ccc(S(=O)(=O)N=C(N)N)cc2)cc1OC
  RNase H inhibition: 0.0%

Cc1cc(C)cc(-n2c(C)cc(/C=C(/C#N)C(=O)Nc3ccccc3C)c2C)c1
  RNase H inhibition: 4.0%

# (listing goes on)
SMILES	RNase H inhibition
Cc1cc2nc(-c3ccc(NC(=O)c4ccc(Cl)cc4)cc3)oc2cc1C	6.0%
CNC(=S)N(CCc1ccc(S(N)(=O)=O)cc1)C1CC(=O)N(c2ccc(C(=O)OC)cc2)C1=O (centres undefined)	1.0%
COc1cccc(OCCCCCCNCCO)c1	0.0%
CCOC(=O)N1CCN(c2nc(=S)n(-c3ccccc3)c(C)c2C(C)=O)CC1	0.0%
CCOc1cccc(OCCCCOc2cccc(Br)c2)c1	19.0%
COc1ccc(NC(=O)CN(c2ccccc2C)S(=O)(=O)c2ccccc2)cc1	2.0%
NC(=O)C1CCN(C2CC(=O)N(c3ccc(F)cc3)C2=O)CC1 (centres undefined)	11.0%
Cc1c(-n2c(O)c(C3=c4ccccc4=NC3=O)sc2=O)c(=O)n(-c2ccccc2)n1C	41.0%
Clc1ccc(Nc2nc(Nc3ccc(Cl)cc3)nc(N3CCOCC3)n2)cc1	11.0%
CCOc1ccccc1NC(=O)c1c(NC(=O)c2ccccc2Cl)sc2c1CCC2	5.0%
O=[N+]([O-])c1cccc(Cl)c1N1CCN(S(=O)(=O)c2ccccc2)CC1	4.0%
Cc1ccc(N2C(=O)CC(NC3CCCCCC3)C2=O)cc1 (centres undefined)	8.0%
CC(O)CNCCNc1c(Cl)cccc1[N+](=O)[O-] (centres undefined)	3.0%
CCOC(=O)CSc1nc(C)c2ccccc2n1	0.0%
C=C(C)Cn1c(SCC(=O)O)nnc1-c1ccc(OC)c(OC)c1	13.0%
Cc1cc(C)n(-c2nc(NC(C)(C)C)nc(NC(C)(C)C)n2)n1	10.0%
CCOc1cccc(OCCOCCOc2ccc(CC)cc2)c1	18.0%
COc1cc(/C=N/NS(=O)(=O)c2ccc(C)cc2)ccc1OCc1cccc(C(=O)O)c1	1.0%
Cc1nc(Nc2ccccc2)c(C(F)(F)F)c(C(F)(F)C(F)(F)F)n1	2.0%
CCCOc1ccccc1N1C(=O)C2C3c4ccccc4C(C)(c4ccccc43)C2C1=O (centres undefined)	19.0%
Cc1ccc(/C=N/NC(=O)CCCC(=O)N/N=C/c2ccc(C)o2)o1	10.0%
CCc1nnc(NC(=O)CSc2n[nH]c(C)n2)s1	12.0%
Cc1cc(C)c2oc(-c3ccc(NC(=S)NC(=O)c4cccc([N+](=O)[O-])c4C)cc3)nc2c1	8.0%
COc1ccc(CN2CCN(Cc3ccc(F)cc3)CC2)c(OC)c1	8.0%
CCOC(=O)c1cnc(Sc2ccc([N+](=O)[O-])cc2[N+](=O)[O-])nc1N	5.0%
O=C(Nc1ncc(Cc2cccc(Cl)c2Cl)s1)C1CC1	0.0%
CCOc1ccc(C(=O)Nc2nc3ccc(OC)cc3s2)cc1OCC	9.0%
N#C/C(=C\Nc1ccc(S(=O)(=O)Nc2nccs2)cc1)c1nc(-c2ccc(-c3ccccc3)cc2)cs1	16.0%
Cc1c(Cl)cccc1NC(=O)CCN1CCN(C/C=C/c2ccccc2)CC1	15.0%
Cc1ccc(/C(O)=C/C(=O)C(=O)NCc2ccccc2)cc1	1.0%
Cc1ccc(OCC(=O)Nc2nc(-c3ccc(Br)cc3)cs2)c(C)c1	39.0%
O=C(CN1C(=O)/C(=C/c2ccccc2)SC1=S)Nc1cccc(O)c1	14.0%
COc1ccc(OC)c(NC(=O)CN(c2ccc(Br)cc2)S(C)(=O)=O)c1	7.0%
COC(=O)c1ccc(NC(=O)Cn2nc(C)c3ccccc3c2=O)cc1	9.0%
O=C(Nc1ccc(S(=O)(=O)Nc2nccs2)cc1)c1ccc(S(=O)(=O)N2CCOCC2)cc1	3.0%
O=C(CN(c1ccccc1)S(=O)(=O)c1ccccc1)NCCSc1ccccn1	3.0%
CCC(=O)N1CC23C=CC(CC2CC12CCCCC2)O3 (centres undefined)	13.0%
O=C(CSC1CC(=O)N(c2ccccc2F)C1=O)Nc1ccc(Cl)cc1 (centres undefined)	10.0%
O=C(/C=C/c1ccc(Cl)cc1)Nc1ccc(Br)cc1	0.0%
Fc1ccc(CN2CCC(N3CCCCC3)CC2)cc1	5.0%
O=C(O)C1CCCCC1C(=O)Nc1cc(C(F)(F)F)ccc1Cl (centres undefined)	0.0%
COc1cc(/C=C2/C(=O)NC(=O)N(c3cccc(C)c3)C2=O)ccc1OCCOc1ccccc1	6.0%
CC12CN3CC(C)(CN(C1)C3c1c[nH]c3ccccc13)C2=O (centres undefined)	6.0%
Clc1ccc(-c2ccc(C=Nc3ccc(N4CCOCC4)cc3)o2)cc1	9.0%
Cc1ccc(NC(=S)NC(=O)c2sc3ccccc3c2Cl)cc1	3.0%
CCOC(=O)C1=C(C)N=c2s/c(=C\c3ccc(N(C)C)cc3)c(=O)n2C1c1ccc(OC)c(OC)c1 (centres undefined)	10.0%
O=C(Nc1cccc(Cl)c1Cl)c1ccc(-c2ccc(Br)cc2)o1	57.0%*
COc1cc(C)ccc1OCCCCOc1ccc(Cl)cc1C	11.0%
O=C(N/N=C/c1ccoc1)c1ccncc1	2.0%
C=CCOc1cccc(/C=N/NC(=O)C(=O)NCc2ccco2)c1	17.0%
Cc1cc(C)cc(OCCCN2CCOCC2)c1	5.0%
CCOc1ccc(NC(=S)NC(=O)c2cccc(Cl)c2)cc1	13.0%

# Exported as labelled records: part of the list above.
SMILES: CCC(=O)N1CC23C=CC(CC2CC12CCCCC2)O3 (centres undefined)
  RNase H inhibition: 13.0%
SMILES: O=C(Nc1ccc(S(=O)(=O)Nc2nccs2)cc1)c1ccc(S(=O)(=O)N2CCOCC2)cc1
  RNase H inhibition: 3.0%
SMILES: Cc1cc(C)cc(OCCCN2CCOCC2)c1
  RNase H inhibition: 5.0%
SMILES: O=C(Nc1ncc(Cc2cccc(Cl)c2Cl)s1)C1CC1
  RNase H inhibition: 0.0%
